High-throughput results as filed in PubChem.
LmPK inh = LmPK (Leishmania mexicana) enzyme inhibition; purified LmPK, Kinase-Glo ATP luminescence, 1 h; Potency, µM (doses to about 57.5 µM), inactives show top-dose activity change, negative = inhibition, most hits filed as inhibitors; actives 0.37% (n = 290,000); AID 1721
Target sequence (Q27686 whole entry, looked up): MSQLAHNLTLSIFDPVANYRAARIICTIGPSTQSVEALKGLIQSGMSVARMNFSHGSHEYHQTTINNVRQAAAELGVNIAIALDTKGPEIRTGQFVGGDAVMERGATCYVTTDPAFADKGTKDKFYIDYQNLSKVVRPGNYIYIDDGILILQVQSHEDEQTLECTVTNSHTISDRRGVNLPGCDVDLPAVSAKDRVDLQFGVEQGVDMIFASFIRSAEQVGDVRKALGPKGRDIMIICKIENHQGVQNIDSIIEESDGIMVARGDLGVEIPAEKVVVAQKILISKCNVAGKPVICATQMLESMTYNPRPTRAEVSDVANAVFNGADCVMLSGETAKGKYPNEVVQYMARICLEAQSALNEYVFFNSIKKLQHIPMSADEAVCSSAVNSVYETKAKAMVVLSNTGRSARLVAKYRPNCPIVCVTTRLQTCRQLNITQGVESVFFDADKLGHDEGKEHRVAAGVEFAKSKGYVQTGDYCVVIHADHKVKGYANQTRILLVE
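qHTS format; LmPK 0.1 nM; substrates PEP 0.5 mM and ADP 0.1 mM. One-hour room-temperature incubation, then coupled luciferase luminescence; 0.5 nM enzyme wells mark activation.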
HCV inhibitor = blocks hepatitis C virus | Huh7.5.1 HCVcc-Cre infection, luciferase reporter, 44 h | Potency, µM (highest dose often 41.8 µM), inactives show at the top dose activity change, negative = inhibition, hits mostly inhibitors | actives 3.4% (n = 340,000) | AID 651820
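After 44 h co-culture of compound, cells and HCVcc-Cre (~0.5 moi), substrate is added for 15 min at room temperature and luciferase measured over 15 sec. Cells were seeded at 1,000/well and pre-cultured 4 h.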
Sm TGR block = blocks Schistosoma mansoni thioredoxin glutathione reductase. Potency, µM (series often up to 114 µM), without a hit: at the highest dose activity change, negative = inhibition, hits mostly inhibitors. purified TGR, DTNB reduction, TNB absorbance 405 nm. actives 3% (n = 360,000). AID 485364. Q962Y6; further: nearly all actives have a fitted effect of over 60% in size
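TGR 20 nM + NADPH 100 uM (dispensed conc.), cpd preinc 15 min RT; start with NADPH (500 uM addition) then DTNB (15 mM addition). Kinetic TNB absorbance, 405 nm filter. Four-parameter Hill fit across titration.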
Pf growth 96h = P. falciparum growth inhibition at 96 hour, primary screen for plastid delayed-death inhibitors; P. falciparum luciferase reporter growth, 96 h; Potency, µM (top dose mostly 28.7 µM), inactives show at the highest dose activity change, negative = inhibition, hits mostly inhibitors; actives 6.9% (n = 320,000); AID 504834
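Cell-based qHTS: luciferase-tagged P. falciparum in erythrocytes (2% hematocrit, 0.05% parasitemia final) incubated with compounds for 96 hours, 37 C, 5% CO2; luciferase detection reagent then added and luminescence measured.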
Tb PYK inh = inhibitors of Trypanosoma brucei pyruvate kinase; Q57TT1; TbPYK enzyme, Kinase-Glo Plus ATP luminescence, 45 min; Potency, µM (doses to about 76.8 µM), for the others: top-dose activity, negative = inhibition, hits mostly inhibitors; actives 0.12% (n = 410,000); AID 624173; further: nearly all actives have a fitted effect of over 50% in size
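Readout: single end-point luminescence (Kinase-Glo Plus, 10 min). Reaction conditions were TbPYK/substrate plus 130 uM ADP, 45 min at RT, pH 7.2 TEA buffer. No-enzyme wells served as controls, and data were normalized before concentration-response fitting.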
Pf growth 48h = P. falciparum growth inhibition at 48 hours (one generation); P. falciparum luciferase growth in erythrocytes, 48 h; Potency, µM (top dose mostly 28.7 µM), inactives show at the top dose activity change, negative = inhibition, actives largely listed as inhibitors; actives 5.9% (n = 310,000)
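Firefly luciferase activity from engineered P. falciparum reports growth; inhibitors lower the luminescent signal. Cultures contained 2% hematocrit erythrocytes at 0.1% final parasitemia.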
The depositor's hits bear a star; ? = inconclusive; . = not tested or not shown; & = joins results of further samples; [ ] = remark or other dose. The call rests on the fitted dose curve; in most records, active means well fitted curve in the direction sought with a large enough effect; inconclusive means small, poorly fitted or top-dose-only effect, or another doubt; inactive means no such curve, though single readings can be large; an effect the other way counts as inactive or inconclusive. On the % scale 0 is the no-effect control and ±100 the full control effect; potency means the concentration at half of the fitted maximal effect.

SMILES	LmPK inh	HCV inhibitor	Sm TGR block	Pf growth 96h	Tb PYK inh	Pf growth 48h
CC(C)(C)c1cc(-c2n[nH]c(=S)n2-c2ccccc2F)n[nH]1	14µM*	-11%	2%	14%	?	26%
Cc1c(OCC(=O)N[C@@H](Cc2c[nH]c3ccccc23)C(=O)O)ccc2c1oc(=O)c1ccccc12	-7%	-16%	-21%	13%	-8%	25%
O=C(Nc1ccc2c(c1)OCO2)C1CC(=O)N(c2cccc(Cl)c2)C1 (configuration not stated)	2%	-1%	0%	9%	-1%	54%[activator]
COC(=O)Cn1c(=O)c2c(n(Cc3ccccc3)c1=O)N/C(=C/c1ccc(Br)cc1)C2=O	3%	-6%	-19%	?	-3%	?
O=C(CC(NC(=O)c1ccccc1Cl)c1ccccc1)Nc1ccc2c(c1)OCO2 (configuration not stated)	3%	-10%	2%	4%	9%	0%
CCC(C)[C@H](NC(=O)N1CCC(C)CC1)C(=O)O (some centres not stated)	-7%	?	4%	38%[activator]	4%	9%
O=C(NCC1CCCO1)C1CCCN1C(=O)NC1CCCCC1 (configuration not stated)	3%	12%	-22%	4%	3%	13%
CCCCNc1nc(=S)[nH]c2cc(OC)c(OC)cc12	-2%	-2%	-11%	17%	-18%	.
Oc1[nH]c2ccccc2c1C=Nc1ccc2c(c1)OCCO2	?	?	-19%	-1%	-18%	21%
Cc1cc(C)cc(N(CC(=O)Nc2ccc(Br)cc2)S(=O)(=O)c2c(C)[nH]c(=O)[nH]c2=O)c1	-10%	5%	0%	?	5%	-13%
O=C(NCC1CCCO1)c1nn2cccnc2c1Cl (configuration not stated)	5%	2%	0%	3%	-3%	65%[activator]
O=C(CC1SC(N2CCCCC2)=NC1=O)Nc1ccc(C(=O)O)cc1 (configuration not stated)	.	9%	-26%	31%[activator]	-2%	1%
Cc1c(C)n(Cc2ccccc2)c2ncnc(NCCCN(C)C)c12	-14%	?	6%	-26%	-2%	0%
O=C(/C=C/c1cccc2ccccc12)c1ccncc1	0%	16µM*	-31%	?	-1%	13%
COc1ccc(OCC(=O)NC(=O)c2ccccc2OC)c([N+](=O)[O-])c1	.	-7%	-2%	6%	-2%	2%
CC(Sc1nc2ccccc2[nH]1)C(=O)NC1CCCCC1C (configuration not stated)	-1%	16%	9%	?	-25%	?
Cc1ccc(C)c(NC(=O)CSc2c(C)n[nH]c2C)c1	0%	23%	-3%	3%	-1%	-25%
CCOc1ccc(NC(=O)CN(C)CC(=O)Nc2ccccc2SC)cc1OCC	0%	-11%	3%	?	2%	-22%
C/C=C/c1ccccc1OCc1ccc(C(=O)OC)o1	-3%	-18%	2%	19%	-5%	-7%
CC(=O)Nc1ccc(S(=O)(=O)NCCS(=O)(=O)N2CCN(c3ccccc3F)CC2)cc1	5%	?	6%&7%	25%	-2%&-2%	?

Among those listed so far, these have fluorine.
SMILES	LmPK inh	HCV inhibitor	Sm TGR block	Pf growth 96h	Tb PYK inh	Pf growth 48h
CC(C)(C)c1cc(-c2n[nH]c(=S)n2-c2ccccc2F)n[nH]1	14µM*	-11%	2%	14%	?	26%
CC(=O)Nc1ccc(S(=O)(=O)NCCS(=O)(=O)N2CCN(c3ccccc3F)CC2)cc1	5%	?	6%&7%	25%	-2%&-2%	?

Full records, looked up by structure. Screens in order: LmPK inh	HCV inhibitor	Sm TGR block	Pf growth 96h	Tb PYK inh	Pf growth 48h
COc1ccc(OCC(=O)NC(=O)c2ccccc2OC)c([N+](=O)[O-])c1 is listed as .	-7%	-2%	6%	-2%	2%
O=C(NCC1CCCO1)c1nn2cccnc2c1Cl (configuration not stated) is listed as 5%	2%	0%	3%	-3%	65%[activator]

Going on with the list.
SMILES	LmPK inh	HCV inhibitor	Sm TGR block	Pf growth 96h	Tb PYK inh	Pf growth 48h
CNC(=O)CSCc1c(Cl)cccc1Cl	-10%	1%	4%	-15%	0%	-1%
COCc1nnc(NC(=O)CCc2ccccc2)s1	-3%	8%	3%	.	-15%	12%
COc1cc(C2c3c(n[nH]c3C)C(=O)N2c2ccc(C)cc2)ccc1O (configuration not stated)	0%	11%	?	32%[activator]	0%	35%[activator]
CC(=O)c1ccc(NC(=O)C(C)OC(=O)COc2ccc(C#N)cc2)cc1 (configuration not stated)	5%	-1%	-10%	1%	-2%	5%
CN(C)c1ccc(/C=C(\C#N)C(=O)OCC(=O)N(C)C2CCS(=O)(=O)C2)cc1 (configuration not stated)	.	13%	3%	7%	2%	16%
COc1cc(C2c3sc(=O)[nH]c3SC3C4CCC(C4)C23)ccc1O (configuration not stated)	-10%	-26%	1%	60%[activator]	-17%	-4%
C=CCn1c(COC)nnc1SCC(=O)c1ccc(F)cc1	-8%	?	0%	262%[activator]	?	27%
O=C(COC(=O)c1ccc(S(=O)(=O)N2CCc3ccccc3C2)cc1)NC1CCS(=O)(=O)C1 (configuration not stated)	3%	24%	9%	12%[5.75 µM]	-9%	21%
Cc1[nH]n(C(N)=S)c(=O)c1N=Nc1cccc(Cl)c1	1%	-13%	?	15%	1%	.
CCCCc1ccc(NC(=O)CC(C)(C)C)cc1	2%	-8%	-8%	?	-8%	58%[activator]
CCN(CC)S(=O)(=O)c1ccc(O)c(C(=O)OCC(=O)NC2CCCC2)c1	-4%	?	4%	-4%	3%	.
COCCCNC(=O)CCN1C(=O)COc2ccccc21	-2%	0%	13%	41%[activator]	1%	33%[activator]
COc1ccc(CN2CCNC(=O)C2CC(=O)N2CCCN(C(C)=O)CC2)c(OC)c1 (configuration not stated)	7%	17%	-31%	?	0%	10%
CCCCn1nnnc1SCC(=O)N(CC)CC	0%	9%	3%	.	-13%	14%
Cc1ccc2nsnc2c1NC(=O)c1ccc([N+](=O)[O-])cc1	7%	0%	-6%	0%	4%	10%
CCOc1cc(N2CCOCC2)c(OCC)cc1NC(=O)COc1ncnc2ccccc12	5%	?	-33%	?	7%	.
COc1ccc(C(=O)NC2CCN(CC(=O)NC3CCCCC3)CC2)cc1	0%	15%	-11%	5%	0%	22%
O=C(CNC(=O)c1ccccc1)OCC(=O)c1ccc(Cl)s1	.	3%	-2%	2%	1%	-3%
O=C(Nc1ccc(S(=O)(=O)N2CCCC2)cc1)C1CCN(S(=O)(=O)c2ccc(F)cc2)CC1	.	?	1%	?	1%	13µM*
O=C(COc1ccc(Cl)cc1Cl)Nc1cccc(-c2ccc(N3CCOCC3)nn2)c1	.	-26%	2%	52%[activator]	-1%	81%[activator]
C[C@@H]1CC[C@]2(O[C@@H](CCO)C[C@@H](O)[C@@H]2O)O1	-4%	22%[8.37 µM]	3%	36%[activator]	-5%	35%[activator]
COc1ccc(N2C(=O)c3ccccc3C(C)(C)C2=O)cc1	-3%	-1%	6%	10%	0%	19%
N#Cc1c(Cl)nc(Cl)c2c1CCN(Cc1ccccc1)C2	4%	?	35µM*	?	-3%	-16%
CCCNS(=O)(=O)c1ccc(CCC(=O)N2CCOCC2)cc1	-2%	6%	0%	15%	0%	8%
Cc1ccc(SCC(=O)c2cc(C)c(OC(=S)N(C)C)c(C)c2)cc1	7%	11µM*	-8%	?	1%	.
COc1cc2[nH]c(=O)n(CCC(=O)NC3CCN(Cc4ccccc4)CC3)c(=O)c2cc1OC	-1%	-9%	0%	68%[activator]	-7%	22%
N#Cc1ccccc1S(=O)(=O)N1CCN(CC(=O)Nc2ccccc2C(=O)NC2CC2)CC1	.	-1%	-1%	?	2%	?
CCOCCCNC(=S)N(Cc1ccco1)Cc1cc2cc3c(cc2[nH]c1=O)OCCO3	5%	-11%	-22%	?	-8%	?
S=C(NCCCN1CCOCC1)Nc1ccc(Cl)cc1	-1%	8%	-23%	?	-7%	-7%
N#Cc1ccc(C(=O)OCCc2cc3ccccc3c(=O)o2)cc1	.	3%	-2%	28%	1%	3%
C#CCOCCOCCOCCNc1nc(N2CCN(C(=O)CCCCCCCCCCNC(=O)Cn3cc(C[C@@H](C)O)nn3)CC2)nc(N2CCN(C(=O)CCCCCCCCCCNC(=O)[C@@H]([C@H](C)O)n3cc(C)nn3)CC2)n1	.	?	-1%	0.083µM*	1%	0.074µM*
COc1ccc(CN=C(C)c2c(C(F)(F)F)[nH]n(-c3nc4ccccc4s3)c2=O)cc1	3%	?	-10%	.	3%	103%[activator]
COc1ccc(C(=O)Nc2ccc(S(=O)(=O)Nc3cc(C)nc(C)n3)cc2)cc1	0%	-3%	-7%&6%	37%[activator]	-14%&2%	-1%
CCOC(=O)c1ccc(CNC(=O)CSc2nnnn2-c2ccc(Cl)cc2)o1	2%	28%	-27%	.	1%	11%
O=C(CCN1C(=O)C2CCCCC2C1=O)N1CCN(S(=O)(=O)c2c(F)cccc2F)CC1 (configuration not stated)	.	8%	5%	-13%	1%	-13%
CCc1cc2c(CN3CCN(CCO)CC3)cc(=O)oc2cc1O	5%	-11%	3%	?	-6%	13µM*
CCCCCCn1c(N2CCC(C(N)=O)CC2)nc2c1c(=O)n(C)c(=O)n2C	4%	-2%	6%	29%	1%	?
COc1ccc(C2C(C(=O)NCCCN3CCOCC3)c3ccccc3C(=O)N2c2ccc(OC)cc2)cc1 (configuration not stated)	4%	-7%	47%[activator]	11%	4%	-11%
CCOC(=O)c1ccccc1NC(=O)c1ccc(F)cc1	0%	-9%	-33%	7%	4%	13%
COCCn1c(SCC(=O)Nc2cc(C(C)(C)C)nn2-c2ccccc2)nc2ccccc2c1=O	0%	8%	7%	23%	13%	-11%
COc1ccc(CCNC(=O)CCCn2c(SCC(N)=O)nc3cc4c(cc3c2=O)OCO4)cc1OC	1%	.	5%&0%	?	5%	1%
Cc1cc(C)nc(N/N=C/c2sccc2C)n1	?	-25%	-14%	?	-20%	22%
O=C(NNC(=O)c1cncc(Br)c1)c1ccncc1	.	13%	-15%	7%	-4%	22%
CC(C)(Cc1ccc(O)cc1)NC(=O)CC(=O)N=Nc1c(O)[nH]c2ccc(Br)cc12	6%	16%	-1%	9%	-2%	-39%
CCOC(=O)N1CCN(C(=O)COc2ccc(Br)cc2Cl)CC1	4%	0%	-1%	?	9%	?
COc1ccc(/C=N/NC(=O)CN(CCc2ccccc2)S(=O)(=O)c2ccc(NC(C)=O)cc2)cc1OC	0%	-15%	-5%	9.3µM*	0%	?
COc1cc(C(=O)N2CCNCC2)cc(OC)c1OC	0%	7%	-9%	.	2%	60%[activator]
Cc1cc(C(=O)NCC2COc3ccccc3O2)c2ccccc2n1 (configuration not stated)	5%	-17%	-2%	-7%	0%	-29%
Fc1ccc(CSc2ncnc3ccccc23)cc1	-2%	3%	12%	11%	6%	25%
O=C1NC2c3ccccc3C(=O)N2c2c1cnn2-c1ccccc1 (configuration not stated)	-5%	0%	1%	-30%	1%	?
CC(=O)Nc1ccc(OCC(O)Cn2cnc3ccccc32)cc1 (configuration not stated)	-2%	10%	7%	7.4µM*	4%	24%

Random excerpt: three compounds from above.
SMILES	LmPK inh	HCV inhibitor	Sm TGR block	Pf growth 96h	Tb PYK inh	Pf growth 48h
Fc1ccc(CSc2ncnc3ccccc23)cc1	-2%	3%	12%	11%	6%	25%
CC(=O)Nc1ccc(S(=O)(=O)NCCS(=O)(=O)N2CCN(c3ccccc3F)CC2)cc1	5%	?	6%&7%	25%	-2%&-2%	?
O=C(CC(NC(=O)c1ccccc1Cl)c1ccccc1)Nc1ccc2c(c1)OCO2 (configuration not stated)	3%	-10%	2%	4%	9%	0%

The order is random. Share with any hit: about 16%.
